# PP5 primary = inhibitors of human protein phosphatase 5 (PP5). purified PP5c, OMFP substrate fluorescence. hit rate 0.18% among 320,000. P53041. AID 1987. inhibition, % at 6.7 µM;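 active = inhibition above the campaign's mean inhibition across all tested compounds plus 3 SD, cut at about 9.5% in these data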;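 also: 0% = DMSO only and 100% = 100 µM cantharidin control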
# Target sequence (P53041 whole entry, looked up): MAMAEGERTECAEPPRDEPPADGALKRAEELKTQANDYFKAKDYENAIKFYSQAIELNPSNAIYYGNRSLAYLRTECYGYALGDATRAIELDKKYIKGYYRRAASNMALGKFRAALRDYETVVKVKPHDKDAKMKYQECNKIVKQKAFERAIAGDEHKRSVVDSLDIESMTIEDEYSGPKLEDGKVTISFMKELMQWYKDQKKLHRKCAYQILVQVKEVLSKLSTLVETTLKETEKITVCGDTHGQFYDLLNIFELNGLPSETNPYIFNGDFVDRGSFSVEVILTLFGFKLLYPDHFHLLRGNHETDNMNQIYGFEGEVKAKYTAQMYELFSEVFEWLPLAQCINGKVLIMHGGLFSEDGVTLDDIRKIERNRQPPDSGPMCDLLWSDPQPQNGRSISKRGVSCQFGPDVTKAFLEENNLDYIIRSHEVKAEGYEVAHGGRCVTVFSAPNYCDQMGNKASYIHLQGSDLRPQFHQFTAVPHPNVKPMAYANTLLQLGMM
# GASC-1 inh = inhibitors of human GASC-1 (JMJD2C) demethylase; GST-JMJD2C(1-420) H3K9me3 demethylation, DELFIA europium; inhibition, % at 2.35 µM; hit rate 0.069% among 330,000;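 active = more than half of a compound's replicate wells show inhibition beyond 50%, single wells judged on their own value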;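 also: signal counts dimethyl H3K9 product captured on neutravidin plate; 0% = median of DMSO wells and 100% = 0.3 times that DMSO median; strong numbers were not always called active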
# TPT1 inh = inhibitors of Candida albicans tRNA 2'-phosphotransferase TPT1 | recombinant caTPT1, FP RNA substrate dephosphorylation | inhibition, % at 5 µM | hit rate 0.81% among 300,000 | AID 1962;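 active = inhibition above the mean of all tested compounds plus 3 SD, set per screening campaign, cut at about 24% in these data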;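 also: plate controls were DMSO alone for no effect and ferristatin control at 100 nM for full effect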
# PP1 counter = counter-screen for PP5 inhibitors: inhibitors of human PP1-alpha. P62136. hit rate 0.9% among 320,000. purified PP1alpha, OMFP fluorescence. inhibition, % at 6.7 µM;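 active = inhibition above the mean inhibition of all tested compounds plus 3 SD, computed separately for each screening campaign, cut at about 15% in these data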
# Target sequence (P62136 whole entry, looked up): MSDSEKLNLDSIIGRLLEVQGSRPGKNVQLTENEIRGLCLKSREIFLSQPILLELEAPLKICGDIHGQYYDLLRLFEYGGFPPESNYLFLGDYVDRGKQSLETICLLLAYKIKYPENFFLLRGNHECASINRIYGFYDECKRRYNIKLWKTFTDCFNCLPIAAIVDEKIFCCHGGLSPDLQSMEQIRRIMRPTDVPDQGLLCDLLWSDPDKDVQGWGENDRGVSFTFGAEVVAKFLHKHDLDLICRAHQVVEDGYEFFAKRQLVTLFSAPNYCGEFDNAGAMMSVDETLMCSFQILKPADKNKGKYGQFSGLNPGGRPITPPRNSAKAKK
# Fh CTSL1 inh = blocks F. hepatica cathepsin L1 in PFM18AAP counter-screen. hit rate 0.49% among 300,000. inhibition, % at 5.96 µM. recombinant F. hepatica cathepsin L1, Z-Leu-Arg-MCA fluorescence;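 active = inhibition above the mean of all tested compounds plus 3 SD, set per screening campaign, cut at about 17% in these data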;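 also: 0% = plate median of test compound wells and 100% = 1 µM Z-Phe-Ala-diazomethylketone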
# EBNA-1 inh = blocks EBNA-1 binding to DNA. EBNA-1 DNA binding, fluorescence polarization. inhibition, % at 14.8 µM. AID 1950. hit rate 0.34% among 300,000; in the data active = inhibition above about 28%
# ZTA DNA inh = blocks Epstein-Barr virus ZTA, an EBNA-1 counter-screen | P03206 | ZTA-DNA binding, fluorescence polarization | inhibition, % at 11 µM | hit rate 0.15% among 320,000 | AID 2234; in the data active = inhibition above about 33%
# Target sequence (P03206 whole entry, looked up): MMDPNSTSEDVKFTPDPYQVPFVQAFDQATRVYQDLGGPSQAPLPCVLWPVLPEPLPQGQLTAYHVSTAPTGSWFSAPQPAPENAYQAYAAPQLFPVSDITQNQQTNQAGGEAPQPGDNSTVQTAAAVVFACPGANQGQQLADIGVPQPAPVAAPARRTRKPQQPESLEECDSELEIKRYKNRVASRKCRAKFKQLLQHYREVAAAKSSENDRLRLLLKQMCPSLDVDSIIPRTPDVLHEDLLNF
# CR mimetic SO = yeast age-related superoxide inhibition as caloric restriction mimetic. S. cerevisiae aged cells, superoxide DHE fluorescence; active compounds read low. superoxide response (% of plate mean), % at 10 µM. hit rate 0.18% among 330,000. AID 2690;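 active = superoxide response under a set limit, about three screen SD below normal, cut at about 65% in these data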;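 also: yeast aged for seven days with compound at 30 °C before DHE staining; 100% = average MFI of all compound-treated wells on the plate with controls excluded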
# core dimer inh = blocks dimerization of HCV core protein. hit rate 0.33% among 300,000. inhibition, % at 5 µM. TR-FRET GST/Flag-core106 dimerization, 1536-well. AID 1899;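 active = inhibition above the mean of all tested compounds plus 3 SD, set per screening campaign, cut at about 45% in these data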
#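 Assay system – GST-tagged and Flag-tagged HCV core protein residues 1-106 · Quantity – core106 proteins, GST 13.5 nM and Flag 17 nM · Benchmarks – unlabelled core106 and no-GST-core106 wells · Read-out basis – percent inhibition of core106 dimerization signal · Detection – time-resolved FRET, ex 340 nm, em 617 and 671 nm · Schedule – 4 h at 22.5 °C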
# Starred values were filed as active, the others as inactive; · = no result given; & = joins results of further samples.
SMILES,PP5 primary,GASC-1 inh,TPT1 inh,PP1 counter,Fh CTSL1 inh,EBNA-1 inh,ZTA DNA inh,CR mimetic SO,core dimer inh
COc1cccc(CNC2CCCC2)c1,0.6,16,-2,1,-1,3,-6,86,0
Cc1nn(-c2ccccc2)c(C)c1[N+](=O)[O-],-1.3,-5,1,-5,-2,-15,-9,97,0
CCCCN(C(=O)c1ccco1)c1nnc(-c2cc(OC)c(OC)c(OC)c2)s1,0.7,3&3,-2,-2,-3,-4,-6,102,3
O=S(=O)(NCC(Nc1ccccc1)c1ccccc1)c1ccc(Cl)cc1 (stereo not drawn),3.7,1,-1,9,5,19,-9,88,7
O=C(c1cc2nc(C3CC3)cc(C(F)F)n2n1)N1CCOCC1,3.4,8,2,-4,-4,-12,10,104,15
CCNc1sc(C(=O)OCC)c(N)c1C#N,1.6,-8,2,-3,2,-15,-11,100,-1
O=C1/C(=C/N(C(=O)c2ccco2)c2ccc(Cl)cc2)Sc2ccccc21,-0.4,-5,69*,4,0,0,16,97,-11
O=C(NC(=S)NNC(=O)c1ccco1)c1ccccc1,-1.3,2,-2,-5,1,9,-7,117,5
COc1ccc(C(C)(C)C)cc1NC(=O)c1c(C)noc1C,-0.3,-4,1,0,7,10,18,85,2
COc1cccc(CN(C(=O)c2ccccc2Cl)C2CCS(=O)(=O)C2)c1 (stereo not drawn),-2.0,-13,-3,1,-2,8,7,85,2
CCc1ccc(OCC(=O)NC(=S)Nc2cccc(CO)c2)c(Br)c1,3.3,-2,-2,1,-1,0,-9,98,-8
CCOc1ccc(S(=O)(=O)Nc2ccncc2)c(C)c1C,-1.3,-17,2,-9,8,-4,-10,93,1
CCCNc1nc2c(c(=O)n(C)c(=O)n2C)n1CCc1ccccc1,-0.6,-28,0,-4,0,16,16,101,2
CC(=O)NC1(c2ccc(F)cc2)CCN(C(=O)Nc2ccc(F)cc2F)CC1,-1.0,4,-3,-1,2,7,0,100,-6
O=S(=O)(c1ccc(Cl)cc1)c1nc(-c2ccccc2F)oc1NCCN1CCOCC1,6.1,-10,-2,-1,2,9,-10,95,-8

# Continued, starting with the last 6 of the part before.
SMILES,PP5 primary,GASC-1 inh,TPT1 inh,PP1 counter,Fh CTSL1 inh,EBNA-1 inh,ZTA DNA inh,CR mimetic SO,core dimer inh
COc1cccc(CN(C(=O)c2ccccc2Cl)C2CCS(=O)(=O)C2)c1 (stereo not drawn),-2.0,-13,-3,1,-2,8,7,85,2
CCc1ccc(OCC(=O)NC(=S)Nc2cccc(CO)c2)c(Br)c1,3.3,-2,-2,1,-1,0,-9,98,-8
CCOc1ccc(S(=O)(=O)Nc2ccncc2)c(C)c1C,-1.3,-17,2,-9,8,-4,-10,93,1
CCCNc1nc2c(c(=O)n(C)c(=O)n2C)n1CCc1ccccc1,-0.6,-28,0,-4,0,16,16,101,2
CC(=O)NC1(c2ccc(F)cc2)CCN(C(=O)Nc2ccc(F)cc2F)CC1,-1.0,4,-3,-1,2,7,0,100,-6
O=S(=O)(c1ccc(Cl)cc1)c1nc(-c2ccccc2F)oc1NCCN1CCOCC1,6.1,-10,-2,-1,2,9,-10,95,-8
Cc1ccccc1Cc1c(C)nc2ncnn2c1C,0.1,8,-1,-1,-3,2,-4,114,-4
O=C(Nc1ccc(Oc2cccnc2)cc1)c1ccc([N+](=O)[O-])cc1,1.1,2,1,3,8,4,-2,93,4
CC(C)Cc1nc2sc3c(NCc4ccco4)ncnc3c2c2c1COC(C)(C)C2,2.3,1,-3,0,4,-3,-4,96,-1
CN(C)S(=O)(=O)n1cc(/C=C(\NC(=O)c2ccccc2F)C(=O)N2CCOCC2)c2ccccc21,1.4,-1,-1,-1,-2,-2,-12,100,2
CSc1nnc(-c2cccc(C)c2)n1N,3.6,·,4,0,-3,-4,-13,96,-3
Cc1cccc(Nc2nnc(-c3ccc(C(=O)N4C[C@H]5C[C@H](C4)c4cccc(=O)n4C5)cc3)c3ccccc23)c1,1.3,3,-2,3,0,-8,3,114,27
Cc1ccc(NC(=O)C(C)OC(=O)Cn2cnc3ccccc3c2=O)cc1 (stereo not drawn),-1.0,19,-6,-4,-1,5,-2,93,-1
O=C(Nc1ccc(Cl)cc1Cl)c1ccc(Br)o1,1.3,4,0,-3,-2,-2,0,91,-1
CCn1c(=O)n(CC)c2cc(N3CCCC3)c(NC(=O)c3ccccc3C)cc21,-1.2,-27,-2,0,2,-1,10,98,-17
Cn1c(=O)c(NC(=O)c2ccccc2)c2n(c1=S)CCCCC2,-1.7,4,-3,1,4,6,15,93,2
CCn1c(C(Cc2ccccc2)NC(=O)COC)nc2ccccc21 (stereo not drawn),-1.0,-2,3,-1,2,4,-1,92,-2
CN(C)c1ccc(C(=O)OCC(=O)NCCNC(=O)COC(=O)c2ccc(N(C)C)cc2)cc1,3.3,-3,0,-1,3,-2,-7,105,-4
O=c1c(-n2cncn2)c[nH]n1-c1cccc(Cl)n1,1.5,3,-6,-4,-3,-7,-16,118,-7
CC(C)(C)NS(=O)(=O)c1ccc(OCC(=O)NCC2CCCO2)cc1 (stereo not drawn),0.8,8,-3,-3,1,8,12,102,0
CCN1CCN(c2ccc(S(=O)(=O)N3CCCCC3)cc2NC(=O)/C=C/c2ccc(F)cc2)CC1,2.0,-8,-8,-2,1,7,9,84,-5
CCOc1ccccc1NC(=O)COC(=O)C(Cc1ccccc1)NC(=O)c1ccco1 (stereo not drawn),1.4,·,·,1,·,·,-11,113,·
COc1cccc(CC(=O)NN2C(=O)NC3(CCCCC3)C2=O)c1,-0.7,0,·,-1,·,·,-8,118,·
CC(C)(O)c1cc(=O)sc2nc3ccccc3n12,0.6,-10,-1,-3,-2,-3,16,106,5
Cc1ccc(C(=O)CSc2nnc(-c3cccs3)n2C)o1,0.2,4,-2,-1,-2,0,-8,94,-9
Cc1ccc(NC(=O)CCS(=O)(=O)c2ccccc2)cc1S(=O)(=O)N1CCOCC1,0.8,-1,2,-1,-2,2,6,103,-1
COc1ccc(C(=O)Nc2ccc3oc(Cc4ccc(Cl)cc4)nc3c2)cc1OC,3.0,-10,-2,0,3,-9,12,104,3
COc1cccc(-c2ccc(=O)n(CC(=O)Nc3ccc(S(=O)(=O)NCC(C)C)cc3)n2)c1,4.9,22,3,-4,0,-4,4,101,16
O=C(COC(=O)CSc1ccc2ccccc2c1Br)NC1CC1,1.5,4,0,1,-9,1,0,118,5
Cc1cccc(C(=O)N2CCCN(C(=O)c3cccc(C)c3)CC2)c1,3.0,-6,-3,-4,2,2,8,97,9
CCOc1cc(N2CCOCC2)c(OCC)cc1NC(=O)COC(=O)c1ccccc1C,1.2,-23,2,-6,-8,-10,6,110,-14
COCCCn1c(C(=O)NCCC2=CCCCC2)cc2c(=O)n3ccccc3nc21,2.3,-7,-1,-5,5,-1,10,104,7
COc1ccc(C(=O)NC(=S)N2CC(C)OC(C)C2)cc1 (stereo not drawn),1.4,3,-2,-1,3,-14,10,80,-16
CCN(CC)S(=O)(=O)c1cccc(-c2nnc(SCC(=O)NC)n2N)c1,-3.2,4,-4,-2,-2,2,9,73,-2
Nc1nc(SCC(=O)NC2CCCC2)[nH]c(=O)c1NC(=O)c1cccs1,-0.7,0,-1,-1,2,9,0,90,-2
Cn1c(SCC(=O)c2ccc3c(c2)Cc2ccccc2-3)nnc1-c1cccc(N)c1,3.4,2,4,10,0,-4,1,106,33
O=[N+]([O-])c1ccc(O)c(Nc2c([N+](=O)[O-])ccc3nonc23)c1,3.1,-5,-1,-1,0,9,-8,124,-20
CS(=O)(=O)c1ccc(Sc2nc3ccccc3s2)c([N+](=O)[O-])c1,-0.5,19,17,2,-5,-6,-20,95,9
CC1(C)Cc2c(sc(/N=C/N3CCCCCC3)c2C#N)C(C)(C)N1,3.5,1,1,-5,0,-8,-24,86,-3
Cc1ccc(S(=O)(=O)Nc2ccnc3ccccc23)cc1,2.5,6,2,0,2,-4,-2,94,5
COc1ccc(N2CCN(C(=O)CSc3ncn[nH]3)CC2)cc1,0.6,-1,-1,-1,-1,-5,-15,100,-2
CC(C)C[C@H](NC(=O)C1CC(=O)N(c2ccc3c(c2)OCO3)C1)C(=O)NC1CCCC1 (stereo partly drawn),1.0,96,-20,-3,4,-1,-9,100,-17
COc1cccc(/C=C/C(=O)NCC2CCCCC2)c1,2.2,3,-3,-5,1,-1,-5,111,-1
O=C(CN1CCN(c2ccccc2)CC1)Nc1ccc2c(c1)CCC2,0.7,0,3,1,2,-2,-1,127,4
CC(=O)c1ccc(N2CCN(S(=O)(=O)c3c(C(=O)N4CCCCC4)c(C)n(C)c3C)CC2)cc1,0.2,-11,-1,-4,-6,-18,2,101,-10
S=C1SCN(CC2CC2)CN1CC1CC1,2.8,-4,3,-4,-2,-8,4,102,3
Cc1c(C(=O)N2CCOCC2)c(S(=O)(=O)Nc2ccc(OC(F)(F)F)cc2)c(C)n1C,0.9,26,-4,0,-4,8,-4,76,-3
c1ccc(-c2nc(N3CCOCC3)c3ccccc3n2)nc1,3.7,7,2,0,4,-6,3,108,2
Cc1ccc(-c2ccnc3c(Br)c(C)nn23)cc1,5.8,2,-2,0,-3,-18,-17,115,-4
CCN(CC)S(=O)(=O)c1ccc(N2CCOCC2)c(NC(=O)c2cnccn2)c1,2.5,-2,1,2,-1,0,5,97,-4
COc1ccc([N+](=O)[O-])cc1NC(=O)CCN1CCN(CCO)CC1,1.4,4,0,-4,0,-5,-1,88,2
CCC(C(=O)NCCC(C)C)N(Cc1ccccc1Cl)C(=O)c1snc(C(N)=O)c1N (stereo not drawn),-2.2,-2,2,-8,4,-10,-1,98,5
O=C(COC(=O)c1ccc(O)cc1)Nc1cccc(S(=O)(=O)NC2=NCCCCC2)c1,-3.1,12,3,-3,-9,9,2,97,2
CCCSc1ncccc1C(=O)O,0.1,0,-1,-2,-4,-4,12,100,-1
O=C(NCc1cccs1)c1ccc(CS(=O)Cc2ccccc2Cl)o1 (stereo not drawn),-1.1,-4,-2,-2,1,0,3,101,-7
O=C(O)C1CCN(c2ccccc2[N+](=O)[O-])CC1,-1.7,-14,-3,-1,1,6,-3,97,-4
O=S(=O)(NCc1ccco1)c1ccc(S(=O)(=O)N2CCCCC2)cc1,6.8,-2,-1,-5,-3,0,2,91,-1
Nc1ncc(-c2cc3ccccc3oc2=O)s1,0.6,0,-1,1,4,6,9,80,-11
Cc1cc(NC(=O)c2cc(-c3ccccn3)nc3c(Cl)cccc23)no1,0.7,4,-1,2,5,-9,-25,81,-9
O=C(O)c1cc(NC(=O)C2CCCO2)cc(NC(=O)C2CCCO2)c1 (stereo not drawn),-0.2,-4,0,-3,-2,4,-3,119,-5
O=C(/C=C/c1ccc(S(=O)(=O)N2CCOCC2)cc1)OCC(=O)c1ccc([N+](=O)[O-])cc1,4.0,-7,-2,2,-5,-16,4,96,17
O=C(CCSc1nnc(-c2ccncc2)o1)Nc1cccc(Cl)c1,-0.2,-15,1,4,1,0,4,91,-4
C=CCOn1c(C)c(C(C)=O)c2c3no[n+]([O-])c3ccc21,4.2,3,5,1,-1,-10,2,102,-10
COc1cccc(NS(=O)(=O)c2ccc(S(=O)(=O)N3CCOCC3)cc2)c1,1.2,5,-1,0,0,7,0,90,-2
CC(C)c1ccc(/C=C2\CC/C(=C\C=N\N(C)C)C2=O)cc1,0.3,1,80*,-2,4,11,21,95,11

# Source: PubChem (several laboratories)
